PNC assembly inh: High Content Assay for Compounds that inhibit the Assembly of the Perinucleolar Compartment; PC3M PTB-GFP, PNC prevalence imaging, 16 h; stronger effect = lower value; activity change (PNC), negative = inhibition, % at 10 µM; 140,000 compounds, 3.1% hits;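 active = readout at or below -70, meaning at least 70% loss of cells showing the perinucleolar compartment, a nuclear body marking cancer cells; inconclusive = readout between -30 and a set limit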;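 note: plate controls were DMSO wells for no effect and camptothecin positive control wells for full effect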
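Compounds are pinned in duplicate onto adhered PC3M cells stably expressing GFP-tagged PTB and incubated 16 h at 37 C. Cells are then fixed, nuclei stained with Hoechst, and PNC-positive cells counted.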
ALOX12 inhib: qHTS Assay for Inhibitors of 12-hLO (12-human lipoxygenase) | Polyunsaturated fatty acid lipoxygenase ALOX12 (Homo sapiens), P18054 | purified 12-hLO, xylenol orange hydroperoxide absorbance | Potency, µM (titrated, usually from 57.1 µM), for inactives: top-dose activity change, negative = inhibition, actives largely listed as inhibitors | 150,000 compounds, 0.12% hits | AID 1452, 2008; note: potency is the fitted concentration of half-maximal effect; nearly all actives have a fitted effect of over 55% in size; many of its hits are not listed in these tables
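Purified human 12hLO (150 nM final) was preincubated with compounds for 15 min at room temperature in 25 mM Hepes pH 7.0, 0.01% Triton X-100, then reacted with 40 uM arachidonic acid for 30 min. Hydroperoxide was detected with ferrous iron/xylenol orange.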
15-hLO-2 inh: qHTS Assay for Inhibitors of 15-hLO-2 (15-human lipoxygenase 2) | Potency, µM (series often up to 57.1 µM), for the others: top-dose activity change, negative = inhibition, hits mostly inhibitors | Polyunsaturated fatty acid lipoxygenase ALOX15B (Homo sapiens), O15296 | AID 881, 2007 | purified 15hLO-2, xylenol orange hydroperoxide absorbance | 110,000 compounds, 0.56% hits; note: potency is the fitted concentration of half-maximal effect; nearly all actives have a fitted effect of over 60% in size; many of its hits are not listed in these tables
Target sequence (O15296 whole entry, looked up): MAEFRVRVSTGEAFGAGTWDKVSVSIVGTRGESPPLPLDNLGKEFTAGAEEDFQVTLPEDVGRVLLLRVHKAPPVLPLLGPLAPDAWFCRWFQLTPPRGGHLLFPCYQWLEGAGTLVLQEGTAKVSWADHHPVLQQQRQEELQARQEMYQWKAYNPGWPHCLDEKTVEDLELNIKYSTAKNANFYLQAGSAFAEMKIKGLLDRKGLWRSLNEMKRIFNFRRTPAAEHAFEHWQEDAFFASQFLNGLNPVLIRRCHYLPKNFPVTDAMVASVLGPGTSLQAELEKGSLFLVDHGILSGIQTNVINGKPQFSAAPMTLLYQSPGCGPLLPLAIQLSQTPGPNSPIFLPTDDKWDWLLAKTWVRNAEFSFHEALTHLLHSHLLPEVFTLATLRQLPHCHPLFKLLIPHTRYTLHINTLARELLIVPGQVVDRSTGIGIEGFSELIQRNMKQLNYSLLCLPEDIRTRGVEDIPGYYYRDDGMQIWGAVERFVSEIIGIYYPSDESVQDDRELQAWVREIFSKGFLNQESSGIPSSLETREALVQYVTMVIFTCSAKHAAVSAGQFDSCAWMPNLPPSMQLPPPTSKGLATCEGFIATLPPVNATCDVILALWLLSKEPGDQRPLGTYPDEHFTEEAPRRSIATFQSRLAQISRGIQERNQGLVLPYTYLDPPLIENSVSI
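Read-out: hydroperoxide product oxidises ferrous iron, measured as xylenol orange complex via the 573-to-405 nm absorbance ratio after 30 min. Reaction: 50 nM enzyme, 15 min compound preincubation, 45 uM arachidonic acid, 90 min RT, Hepes pH 7.5 with Triton X-100.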
IMPase inh: qHTS Assay for Identifying the Cell-Membrane Permeable IMPase Inhibitors | Inositol monophosphatase 1 (Rattus norvegicus), P97697 | CHO-M1 cells, IP1 accumulation, HTRF TR-FRET ratio | inhibition (IP1 accumulation), % at 46.1 µM | 120,000 tested, under 10 active; active = well fitted curve in the direction sought with a large enough effect in the signal ratio, not every such curve was filed as active; inconclusive = small, poorly fitted or top-dose-only effect, or a change in a side signal; inactive = no such curve, though single readings can be large or run the other way; the % refers to the signal ratio;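 note: cells stimulated with carbachol in lithium chloride buffer; plate controls were DMSO basal wells for no effect and reference inhibitor wells for full effect; higher means more IMPase inhibition seen as more IP1 and lower FRET ratio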
Target sequence (P97697 whole entry, looked up): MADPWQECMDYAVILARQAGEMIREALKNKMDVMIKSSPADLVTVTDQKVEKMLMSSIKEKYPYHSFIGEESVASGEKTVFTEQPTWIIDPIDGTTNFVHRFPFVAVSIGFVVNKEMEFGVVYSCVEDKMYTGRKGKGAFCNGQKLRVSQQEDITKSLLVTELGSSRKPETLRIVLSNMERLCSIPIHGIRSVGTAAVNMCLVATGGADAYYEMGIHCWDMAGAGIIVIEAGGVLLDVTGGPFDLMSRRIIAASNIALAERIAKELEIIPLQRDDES
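Elevated IP1 in lysates lowers TR-FRET signal (665/620 ratio and 620 channel reported). Cells were CHO-M1, given carbachol (50 uM as added) plus 50mM LiCl, pH 7.4, 30 min, 37C; compounds titrated up to 46 uM; AC50 by Hill equation.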
The depositor's hits bear a star; & = joins results of further samples; [ ] = dose if it differs, or a comment. Unless noted, calls come from the whole dose curve; as a rule, active = well fitted curve in the direction sought with a large enough effect; inconclusive = small, poorly fitted or top-dose-only effect, or another doubt; inactive = no such curve, though single readings can be large; an effect the other way counts as inactive or inconclusive. Unless noted, % is set by controls: 0 for no effect and ±100 for the full control effect. An excerpt, so the mix of outcomes need not match the whole.

What do the screens show for `Cc1ccc(-c2cn3cccnc3n2)cc1NC(=O)c1c(-c2ccccc2Cl)noc1C`?
PNC assembly inh: inconclusive; ALOX12 inhib: -2.2%; 15-hLO-2 inh: -4.5%; IMPase inh: -6.3

How did CCCCOC(=O)C1C2C=C[C@]3(CN(CCCOC)C(=O)[C@H]13)O2 (stereo not given in full) do in these assays?
PNC assembly inh: -13.2; ALOX12 inhib: -2.2%; 15-hLO-2 inh: 3.1%; IMPase inh: 4.6

What do the screens show for `Cn1c(SCC(=O)N2CCCC2)nnc1-c1ccc(S(=O)(=O)N2CCCC2)cc1`?
PNC assembly inh: -13.7; ALOX12 inhib: 7.6%; 15-hLO-2 inh: 2.5%; IMPase inh: 2.6

How did CCOC(=O)C1CCN(CC(O)COc2ccc(C(C)(C)C)cc2)CC1 (stereo not given) do in these assays?
PNC assembly inh: 0.9; ALOX12 inhib: 1.0%; 15-hLO-2 inh: 34.5%[activator]; IMPase inh: -5.7

Results for NC(=S)N/N=C/c1ccc(C(F)(F)F)cc1 ?
PNC assembly inh: -3.6; ALOX12 inhib: -5.8%

How did Cc1ccc(C(=O)NCc2ccccn2)o1 do in these assays?
PNC assembly inh: inconclusive; ALOX12 inhib: 0.7%

How did CCOC(=O)N1CCN(C(=O)CCSc2ccc(C)cc2)CC1 do in these assays?
PNC assembly inh: 83.8; ALOX12 inhib: -1.1%; IMPase inh: -6.4

Results for COc1cccc2c1C(=O)c1c(O)c3c(c(O)c1C2=O)C[C@@](O)(C(=O)CO)C[C@@H]3OC1C[C@@H](N)[C@H](O)[C@H](C)O1 (stereo not given in full) ?
ALOX12 inhib: 3.6%[0.00818 µM]; 15-hLO-2 inh: 73.0%[activator][0.0915 µM]

How did O=C(CCNS(=O)(=O)c1ccc(Cl)cc1)NCc1cccnc1 do in these assays?
PNC assembly inh: -5.7; ALOX12 inhib: -4.7%; 15-hLO-2 inh: 5.3%; IMPase inh: -2.8

How did Cn1c(SCc2ccccn2)nnc1-c1cnccn1 do in these assays?
PNC assembly inh: -10.5; ALOX12 inhib: -4.8%; 15-hLO-2 inh: 12.4%; IMPase inh: -3.3

How did CCN(CC)S(=O)(=O)c1ccc(S(=O)(=O)N2CCN(C(=O)c3ccco3)CC2)cc1 do in these assays?
PNC assembly inh: inconclusive; ALOX12 inhib: 5.0%; IMPase inh: -11.6

What do the screens show for `CC1CCCCN1C(=O)CSc1nc(-c2ccccc2)cc(=O)[nH]1` (stereo not given)?
PNC assembly inh: 20.7; ALOX12 inhib: 0.9%; 15-hLO-2 inh: 1.4%; IMPase inh: inconclusive

What do the screens show for `Cc1ccc(NC(=S)NCCc2ccc(S(N)(=O)=O)cc2)cc1C`?
PNC assembly inh: -108.6*; ALOX12 inhib: -5.1%; IMPase inh: 4.3

How did CCC(=O)N1CCN(c2ccc(NC(=S)NC(=O)c3cccc([N+](=O)[O-])c3)cc2)CC1 do in these assays?
PNC assembly inh: -6.9; ALOX12 inhib: -1.9%; IMPase inh: 0.8

How did O=S(=O)(c1ccccc1)N1CCC2(CCCN(c3ncccn3)C2)CC1 do in these assays?
ALOX12 inhib: 2.7%; 15-hLO-2 inh: 0.6%

How did CCC1=C2CC[C@H]3C(=O)N(C)C(=O)[C@H]3[C@H]2[C@@]2(C)C(=NCC(=O)OC)OC(=O)N2C1=O do in these assays?
ALOX12 inhib: -0.2%; 15-hLO-2 inh: 1.9%

How did CCN(CC)CCCN1C(=O)C(O)=C(C(=O)c2ccco2)C1c1ccc(OC(C)C)cc1 (stereo not given) do in these assays?
PNC assembly inh: inconclusive; ALOX12 inhib: 4.0%; 15-hLO-2 inh: -8.5%; IMPase inh: -2.7

Results for O=[N+]([O-])c1cccc(/C=N\NC2=CS(=O)(=O)C=C2)c1 ?
ALOX12 inhib: 1.7%[11.4 µM]; 15-hLO-2 inh: -5.8%[11.4 µM]

What do the screens show for `Cc1cccc(C(C)Nc2ccc([N+](=O)[O-])cn2)c1` (stereo not given)?
PNC assembly inh: -27.9; ALOX12 inhib: -14.3%; 15-hLO-2 inh: 2.1%; IMPase inh: 3.6

How did O=C(COc1ccc(Cl)cc1Cl)N1CCCC1 do in these assays?
PNC assembly inh: 2.5; ALOX12 inhib: 7.2%; 15-hLO-2 inh: -3.9%; IMPase inh: 4.4

Results for O=C(NCCF)[C@H]1C[C@@H]1[C@H](NP(=O)(c1ccccc1)c1ccccc1)c1ccccc1 ?
PNC assembly inh: 19.3; ALOX12 inhib: -1.6%&-1.4%; 15-hLO-2 inh: -0.4%

What do the screens show for `C/C=C1\CC2C=CC1C2` (stereo not given)?
ALOX12 inhib: -2.6%; 15-hLO-2 inh: 0.5%

What do the screens show for `CCCCOc1ccc(NC(=O)C(=O)NCCCn2ccnc2)cc1`?
PNC assembly inh: 36.8; ALOX12 inhib: -4.2%

How did CCOC(=O)C1(c2nc(N)cs2)COC(=O)C1 (stereo not given) do in these assays?
PNC assembly inh: 26.9; ALOX12 inhib: 0.8%; IMPase inh: -8.2

What do the screens show for `COC(=O)c1ccc(NC(=O)CN2CCN(c3cccc(Cl)c3)CC2)cc1`?
PNC assembly inh: 36.0; ALOX12 inhib: -6.2%; 15-hLO-2 inh: 4.7%; IMPase inh: -16.1

What do the screens show for `CC1CC1c1ccc(/C=C(\C#N)C(=O)Nc2ccccc2Cl)o1` (stereo not given)?
PNC assembly inh: 17.7; ALOX12 inhib: -5.2%

Results for Cc1cc(C)nc(N2CCC(C(=O)NCc3cccs3)CC2)n1 ?
PNC assembly inh: 11.8; ALOX12 inhib: -0.6%; 15-hLO-2 inh: -5.6%; IMPase inh: 4.6

How did COc1cc(N=Nc2cccc(S(N)(=O)=O)c2)c2ccccc2c1N do in these assays?
ALOX12 inhib: inconclusive; 15-hLO-2 inh: -15.2%[11.4 µM]

How did O=C(c1cc(S(=O)(=O)N2CCOCC2)c(Cl)cc1Cl)N1CCCCC1 do in these assays?
PNC assembly inh: inconclusive; ALOX12 inhib: -1.3%; 15-hLO-2 inh: 4.1%; IMPase inh: -7.6

Results for CC(C)COc1cccc(C(=O)NC(=S)Nc2cccc(NC(=O)c3ccccc3Cl)c2)c1 ?
PNC assembly inh: 2.7; ALOX12 inhib: 0.3%; IMPase inh: -3.8

Sorted by count of non-hydrogen atoms (high to low): some entries from above
How did COc1cc(N=Nc2cccc(S(N)(=O)=O)c2)c2ccccc2c1N do in these assays?
ALOX12 inhib: inconclusive; 15-hLO-2 inh: -15.2%[11.4 µM]

How did CCOC(=O)C1(c2nc(N)cs2)COC(=O)C1 (stereo not given) do in these assays?
PNC assembly inh: 26.9; ALOX12 inhib: 0.8%; IMPase inh: -8.2

What do the screens show for `C/C=C1\CC2C=CC1C2` (stereo not given)?
ALOX12 inhib: -2.6%; 15-hLO-2 inh: 0.5%

Additional compounds
Results for CCc1nn(C(C)C(=O)NCCc2ccc(OC)c(OC)c2)c(=O)c2cc3occc3n12 (stereo not given) ?
PNC assembly inh: 22.2; ALOX12 inhib: -4.0%; 15-hLO-2 inh: -1.2%; IMPase inh: 16.5

How did CCCCn1c(C)cc(/C=C(\C#N)C(=O)O)c1C do in these assays?
PNC assembly inh: 22.1; ALOX12 inhib: -5.8%

What do the screens show for `CSc1nnc(Cc2cc(=O)[nH]c(=O)[nH]2)n1-c1cc(C)ccc1C`?
PNC assembly inh: 34.0; ALOX12 inhib: -1.0%; 15-hLO-2 inh: -0.7%; IMPase inh: -4.1

Results for CC(=O)Nc1cc(S(=O)(=O)Nc2cccc(C)c2)c(C)cc1C ?
PNC assembly inh: -11.0; ALOX12 inhib: -1.7%; IMPase inh: inconclusive

Results for CC1Cc2ccccc2N1C(=O)CSc1nc2c(c(=O)n(C)c(=O)n2C)n1Cc1ccccc1 (stereo not given) ?
PNC assembly inh: -4.3; ALOX12 inhib: -9.3%; 15-hLO-2 inh: -13.0%; IMPase inh: 20.4

Results for c1ccc2c(Cn3nnc4ccccc43)cccc2c1 ?
PNC assembly inh: 26.0; ALOX12 inhib: -5.4%; 15-hLO-2 inh: -4.2%; IMPase inh: 24.9

What do the screens show for `CCOC(=O)CNC(=O)CSc1nnc(-c2ccccc2)n1Cc1ccco1`?
PNC assembly inh: 0.0; ALOX12 inhib: -2.9%; 15-hLO-2 inh: -17.7%; IMPase inh: -1.0

Results for Fc1ccc(CNc2nc3ccccc3n3nnnc23)cc1 ?
PNC assembly inh: 2.6; ALOX12 inhib: 1.8%; 15-hLO-2 inh: -2.5%; IMPase inh: inconclusive

What do the screens show for `CCC(Cc1ccccc1)NC(=O)C1CCN(S(=O)(=O)c2c(C)noc2C)CC1` (stereo not given)?
PNC assembly inh: inconclusive; ALOX12 inhib: 1.4%; 15-hLO-2 inh: -5.9%; IMPase inh: -2.1

What do the screens show for `CCOC(=O)CN(C(=O)c1ccccc1)c1ccccc1C`?
PNC assembly inh: inconclusive; ALOX12 inhib: 1.3%; 15-hLO-2 inh: -0.7%; IMPase inh: 2.3

Results for CC(=O)OCC(=O)[C@]1(O)C(C)CC2C3CCC4=CC(=O)C=C[C@@]4(C)[C@]3(F)C(O)C[C@@]21C (stereo not given in full) ?
ALOX12 inhib: -1.1%; 15-hLO-2 inh: -3.3%

What do the screens show for `CC(NC(=O)/C=C/c1ccco1)c1nc2ccccc2n1Cc1c(Cl)cccc1Cl` (stereo not given)?
PNC assembly inh: 62.8; ALOX12 inhib: 0.8%

How did CCCc1nnc(NC(=O)c2ccc([N+](=O)[O-])cc2)s1 do in these assays?
PNC assembly inh: 27.6; ALOX12 inhib: 4.2%

Results for COC(=O)c1ccc(NC(=O)C23CC4CC(C2)CC(n2cnc(Cl)n2)(C4)C3)cc1 ?
PNC assembly inh: inconclusive; ALOX12 inhib: 0.2%; IMPase inh: -8.0

What do the screens show for `C=CCSc1nc2ccccc2c(=O)n1Cc1ccco1`?
ALOX12 inhib: 3.5%[11.4 µM]; 15-hLO-2 inh: -3.3%[11.4 µM]

What do the screens show for `CCSc1nnc(NC(=O)C2CC2c2ccccc2)s1` (stereo not given)?
PNC assembly inh: inconclusive; ALOX12 inhib: -0.6%

How did C=CCOC(=O)C(C#N)c1nc2ccccc2nc1N1CCCC1 (stereo not given) do in these assays?
PNC assembly inh: -8.7; ALOX12 inhib: -9.8%; 15-hLO-2 inh: -19.1%; IMPase inh: 2.5

How did N#Cc1c(-c2ccco2)nc(SCC(=O)Nc2ccc(S(N)(=O)=O)cc2)[nH]c1=O do in these assays?
PNC assembly inh: 43.4; ALOX12 inhib: 1.3%; 15-hLO-2 inh: 2.0%; IMPase inh: -17.4

Results for COc1ccc(C(=O)/C=C/c2ccc(N3CCCCC3)c([N+](=O)[O-])c2)cc1 ?
PNC assembly inh: -27.3; ALOX12 inhib: -1.9%; IMPase inh: 0.2

How did CCOC(=O)Cc1csc(NC(=O)CS(=O)(=O)Cc2ccccc2)n1 do in these assays?
PNC assembly inh: inconclusive; ALOX12 inhib: 1.9%; 15-hLO-2 inh: -3.5%; IMPase inh: 3.7

Results for CCOC(=O)[C@H](CCc1ccccc1)N[C@@H](C)C(=O)N1[C@H](C(=O)O)C[C@H]2CCCC[C@@H]21 ?
ALOX12 inhib: 0.3%; 15-hLO-2 inh: 3.3%

Fetched by compound from the entries so far, two records:
What do the screens show for `CCSc1nnc(NC(=O)C2CC2c2ccccc2)s1` (stereo not given)?
PNC assembly inh: inconclusive; ALOX12 inhib: -0.6%

How did CCOC(=O)Cc1csc(NC(=O)CS(=O)(=O)Cc2ccccc2)n1 do in these assays?
PNC assembly inh: inconclusive; ALOX12 inhib: 1.9%; 15-hLO-2 inh: -3.5%; IMPase inh: 3.7

From PubChem
